PI4K2A inh = inhibitors of human PI4K2A. Q9BTU6. purified PI4K2A, ADP-Glo luminescence, 1 h; stronger effect = lower value. activity change, negative = inhibition, % at 76.9 µM. actives 0.13% (n = 420,000). AID 1346378; in the data active means activity change below about -50%;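 further: -100% = wells without enzyme as full effect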
Target sequence (Q9BTU6 whole entry, looked up): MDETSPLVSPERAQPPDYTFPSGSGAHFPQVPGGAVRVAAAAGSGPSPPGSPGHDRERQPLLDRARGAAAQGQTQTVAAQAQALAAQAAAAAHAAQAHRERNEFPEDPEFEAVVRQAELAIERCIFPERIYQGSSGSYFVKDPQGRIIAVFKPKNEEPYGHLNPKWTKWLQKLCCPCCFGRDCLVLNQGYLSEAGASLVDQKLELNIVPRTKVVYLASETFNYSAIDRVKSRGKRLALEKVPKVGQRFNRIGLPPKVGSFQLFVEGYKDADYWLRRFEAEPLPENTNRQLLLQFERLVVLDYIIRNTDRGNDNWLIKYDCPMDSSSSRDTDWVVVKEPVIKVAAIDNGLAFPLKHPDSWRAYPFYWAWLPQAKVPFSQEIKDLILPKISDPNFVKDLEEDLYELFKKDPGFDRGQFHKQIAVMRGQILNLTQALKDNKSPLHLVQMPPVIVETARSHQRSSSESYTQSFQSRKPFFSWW
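In this quantitative HTS, ADP production by PI4K2A was quantified luminescently after 1 h at ambient temperature; 100 microM adenosine served as plate-quality control.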
Active calls of the source: *; & = joins results of further samples.

SMILES | PI4K2A inh
O=C(NCc1ccccc1)C(c1ccncc1)n1c(=O)c(-c2cc3ccccc3[nH]2)nc2ccccc21 (stereo unspecified) | -4
OC(c1cccc(F)c1)c1ncc(-c2ccc(C(F)(F)F)cc2)[nH]1 (stereo unspecified) | 0
Cc1ccccc1C(=O)n1ccc2ccc(-c3ccc4ccn(Cc5ccccc5)c4c3)cc21 | -5
COc1ccccc1N1CCN(S(=O)(=O)c2ccc3c(c2)n(C)c(=O)c(=O)n3C)CC1 | 3
CCc1nc2ccc(C(=O)NCCC(C)C)cn2c1N(CC)CCOC | -2
Cc1c(C(=O)NCc2ccc(Cl)c(Cl)c2)sc(=O)n1Cc1ccc(S(=O)(=O)N(C)C)cc1 | -3
Cc1ccc(-c2nc3ccc(Br)cn3c2Cc2ccccc2C(F)(F)F)cc1 | -2
CN(Cc1ccccc1)C(c1ccnc2ccccc12)c1nnnn1-c1ccc2c(c1)OCCO2 (stereo unspecified) | 2
OC(Cc1cccc(Br)c1)c1ncc(-c2cccc(C(F)(F)F)c2)[nH]1 (stereo unspecified) | 0
O=C(Nc1ccc(F)cc1)C(c1ccnc2ccccc12)N1CCN(C(=O)c2ccco2)CC1 (stereo unspecified) | -8
CCCc1nc2cc(C)c(Br)c(C)n2c1Cc1ccsc1 | -5
Cc1ccc(-c2nc3ncccn3c2NC(=O)c2ccccc2)cc1 | 2
CCCCN(C=O)c1c(CC)nc2c(OCCn3cccc3)cccn12 | -5
CC[C@@H]([C@H](C)O)n1ncn(-c2ccc(N3CCN(c4ccc(OC[C@@H]5CO[C@@](Cn6cncn6)(c6ccc(F)cc6F)C5)cc4)CC3)cc2)c1=O | -4
CC(=O)CC1c2cc(F)ccc2C=C(c2ccsc2)N1c1ccc(C#CC2(O)CCCCC2)cc1 (stereo unspecified) | 6
CC(C)(C)NC(=O)C(c1ccc(C#N)cc1)n1c(=O)c(-c2cc3ccccc3[nH]2)nc2ccccc21 (stereo unspecified) | 4
O=C(Nc1cccs1)Nc1nnc([C@@H]2C[C@H](O)[C@@H](CO)O2)s1 | -1
CCC(c1nnnn1-c1ccc2c(c1)OCCO2)N1CCN(c2ncccc2C(F)(F)F)CC1 (stereo unspecified) | -2&3
COC(=O)C12CCCN1C1C(=O)N(Cc3ccc(C(N)=O)cc3)CC1C2 (stereo unspecified) | -1
Cc1ccc(-c2cnc(C(O)c3ccc(Cl)cc3C)[nH]2)cc1 (stereo unspecified) | -4
CCCCOc1cccc(C(=O)NCCc2ccccc2-c2ccccc2CCC(=O)NCc2ccccc2)c1 | -10
CC(=O)N1CCCN(S(=O)(=O)c2ccc3c(c2)c(=O)n(C)c(=O)n3C)CC1 | -2
COC(=O)c1nc(-c2ccc(C)cc2)[nH]c1C(C)(C)C | -2
CCCS(=O)(=O)NC(=O)C1(C)CCN(C(=O)COc2ccccc2)C1 (stereo unspecified) | -1
C[C@H](O)[C@@H]1CN2CCc3c([nH]c4c(-c5ccc6c(c5)OCO6)cccc34)[C@@H]2C[C@@H]1N(C)C(=S)NCCc1ccccc1 | 15

Three of the entries above in order of their number in PI4K2A inh, falling:
SMILES | PI4K2A inh
Cc1ccc(-c2nc3ccc(Br)cn3c2Cc2ccccc2C(F)(F)F)cc1 | -2
Cc1c(C(=O)NCc2ccc(Cl)c(Cl)c2)sc(=O)n1Cc1ccc(S(=O)(=O)N(C)C)cc1 | -3
CCCCOc1cccc(C(=O)NCCc2ccccc2-c2ccccc2CCC(=O)NCc2ccccc2)c1 | -10

The listing continues.
SMILES | PI4K2A inh
C[C@H]1[C@@H](OC(=O)NCc2cccs2)CC[C@@]23CCCN2C(=O)CCC[C@@H]13 | 0
CC(C)(C)NC(=O)C1c2ccccc2OCC(=O)N1C1CC1 (stereo unspecified) | -4
CCCCC[C@H](C)N1C[C@H](COCc2ccccc2)Oc2cc(N3CCC[C@H]3COC)ccc2S1(=O)=O | -2
CC1(C(=O)NS(=O)(=O)Cc2cccc(Cl)c2)CCN1C(=O)C/C=C/c1ccccc1 (stereo unspecified) | -4
Cc1c[nH]c2cccc(-c3cc4ccccc4o3)c12 | -7
CCOC(=O)NC[C@@]1(C(=O)OC)CC(=O)N(C)[C@@H]1c1ccccc1 | -2
COc1ccccc1-c1cnc(C(O)c2cc(C)ccc2C)[nH]1 (stereo unspecified) | -2
O=C(OCC#CCSc1nnc(-c2cccc3ccccc23)o1)C1CCC1 | -3
CC(C(=O)O)c1ccc2c(c1)Cc1cccnc1O2 (stereo unspecified) | 1
Cn1c(=O)c2cc(NC(=S)NC3CCCCC3)ccc2n1Cc1cccc(C(F)(F)F)c1 | -4
C#Cc1ccccc1OCCCN1CCC(C(O)(c2ccccc2)c2ccccc2)CC1 | 5
CCC(CC)CN1CCC(CN2C(=O)C(=O)NC[C@@H]2CC(C)C)CC1 | -3
Fc1cccc(Cc2c(-c3cccc(Cl)c3)nc3c(Cl)cc(C(F)(F)F)cn23)c1 | 4
CCOC(=O)C1(C)CCCN(C(=O)c2ccc(C#N)cc2)C1 (stereo unspecified) | -6
CO[C@@H]1CN(C)C(=O)c2cc(NC(=O)Nc3cc(F)ccc3F)ccc2OC[C@H](C)N(C(=O)c2cnccn2)C[C@@H]1C | 1
CN(C)C(=O)C[C@@H]1C=C[C@@H](NC(=O)C2CCC2)[C@@H](CO)O1 | 16
CN(C)CCNC(=O)c1cccc(-c2cnc3c(NC=O)cc(-c4cc(F)c(F)c(F)c4)cn23)c1 | -4
Clc1ccc(-c2cc3nc(NCc4cccc(Cl)c4)ccn3n2)cc1 | -5
CC(C)(C)C(=O)OCOC(=O)[C@@H]1N2C(=O)[C@@H](NC(=O)[C@H](N)c3ccccc3)[C@H]2SC1(C)C | 3
COC(=O)C1=CN(c2ccc(Oc3ccccc3)cc2)C(N)=C(C#N)C1c1ccccc1 (stereo unspecified) | -4
O=C(Cc1ccccc1)NC1CCCCN(Cc2ccc(Cl)cc2)C1=O (stereo unspecified) | -3
CCOC(=O)[C@]12CCC=C1N(Cc1ccc3c(c1)OCO3)C(=O)[C@H](CC(=O)N1CCSCC1)C2 | -2
CN(C)C(=O)Nc1ccc(Cl)c(Cl)c1 | 2
Cc1cc(C(=O)N2CCC2(C)C(=O)NS(=O)(=O)c2ccc(F)cc2F)nn1C (stereo unspecified) | 4
Oc1ccccc1-c1cnc2cccnn12 | -4

Carrying on:
SMILES | PI4K2A inh
CSCc1cc(C(=O)NCCN2CCOCC2)c(N)s1 | -2
Cc1ccc(S(=O)(=O)N2[C@H](CC(=O)OCc3ccccc3)OC[C@@H]2C(C)C)cc1 | 1
CC1(C(=O)Nc2cnc3ccccc3c2)CCN1Cc1ccc2c(c1)OCCO2 (stereo unspecified) | -1
COc1cc(C(O)c2nc(-c3cccs3)cs2)ccc1F (stereo unspecified) | -6
COc1ccc(Cn2cc(Cn3c4ccccc4c(=O)n3C(C)C)nn2)cc1 | 0
COC(=O)C[C@@H]1C=C[C@H](NC(=O)Cc2ccccn2)[C@@H](CO)O1 | -4
CC(C)NC(=O)C1(C)CN(S(C)(=O)=O)CC(=O)N1CCc1ccc(O)cc1 (stereo unspecified) | 0
C=CCN1C(=O)[C@@H](CC(=O)NCCCOC)[C@]2(C(=O)OC)CCCCC=C12 | 1
COc1ccc([C@H]2CC(=O)C[C@@H](CCn3cc(-c4ccccc4)nn3)O2)cc1 | -13
CN(C)CCNc1nc(Oc2ccccc2)c2sccc2n1 | -1
Cc1cccc(-c2cnc(C(O)c3ccc(-c4ccccc4)cc3)[nH]2)c1 (stereo unspecified) | -2
CC1(C(=O)Nc2ccc(Cl)c(Cl)c2)CCN1C(=O)Cc1ccc(-c2ccccc2)cc1 (stereo unspecified) | 3
COc1ccc2c(C(C)c3ccc(N)cc3)cn(C)c2c1 (stereo unspecified) | -3
Brc1cccc(-c2nc3c4ccccc4ccn3c2CC2CCCCC2)c1 | 2
O=C(CSc1ccccc1)N1CCC(Oc2cccnc2)CC1 | -6
O=C(CCc1ccccc1)N[C@H]1[C@@H](O)CCC[C@]12C(=O)N(Cc1ccccc1)c1ccccc12 | -4
CCOC(=O)c1csc(NC(=O)C2CCCN(S(=O)(=O)c3ccc(Br)s3)C2)n1 (stereo unspecified) | 0
O=C(c1ccco1)N1CCN(C(=O)c2ccco2)CC1 | -8
CCCCCCCCN1C(=O)[C@H](CC(=O)NCCc2ccccc2OC)C[C@@]2(C(=O)OC)CC(C)(C)CC=C12 | -5
CCCCC(=O)N(C)c1c(CC)nc2c(OCCOc3ccc(F)cc3)cccn12 | -7
CC1(C(=O)NCc2ccc(C(F)(F)F)cc2)CCN1Cc1ccccc1OC(F)F (stereo unspecified) | 0
C[C@H]1[C@H](c2ccccc2)OC(O)([C@H](Cc2ccccc2)NC(=O)OC(C)(C)C)CN1C (stereo partly specified) | 0
CCCCN1CN2Cc3cc(OC)ccc3C2CS1(=O)=O (stereo unspecified) | -1
CC(C)C1CC2=C(C(=O)OC(C)(C)O2)C(c2ccc(Cl)cc2)O1 (stereo unspecified) | 1
COc1cccc(Nc2nc(C(N)CO)cs2)n1 (stereo unspecified) | -7

The listing continues.
SMILES | PI4K2A inh
O=C(CSc1nnc(-c2ccccn2)n1-c1ccc(Cl)cc1)Nc1ccc(S(=O)(=O)Nc2nccs2)cc1 | -2
C[C@]1(Cn2ccnn2)[C@H](C(=O)O)N2C(=O)C[C@H]2S1(=O)=O | 2
COc1cc(C=NNC(=O)CN2CCN(Cc3ccc(C)cc3)CC2)cc(OC)c1O | -3
C=CCC[C@@H](CCCCC)OC(=O)/C=C/[C@H](O)[C@@H](O)C[C@H](O)CC=C | 0
Cc1ccc(CN2CCC(C)(Oc3ccc(Cl)cc3)C2)cc1 (stereo unspecified) | 6
CN(C(=O)CN1CCN(c2cc(-c3ccc(-c4ccccc4)cc3)ncn2)CC1)c1ccccc1 | -8
COc1cc(CN2C[C@@H](CO)O[C@@H](n3cnc4c(N5CCOCC5)ncnc43)C2)cc(OC)c1OC | -1
CCOC(=O)[C@@](C)(N)Cc1ccc(O)c(O)c1 | -1
O=C(CCS(=O)(=O)c1ccccc1)Nc1ccc(F)cc1F | -2
COC(=O)c1cccc(N2C(=O)C[C@](Sc3ccc(C)cc3)(C(=O)OC)[C@H]2c2ccccc2)c1 | 0
S=c1[nH]nc(-c2cc(-c3ccccc3)n[nH]2)n1/N=C/c1cccc2ccccc12 | 112
CC(C)Nc1nc(NCCOc2ccccc2Cl)c2sccc2n1 | 3
OC[C@@H]1CN(Cc2ccncc2)C[C@H](n2cnc3c(NC4CC4)ncnc32)O1 | -9
CCOC(=O)[C@]12CCCC=C1N(CCCOC)C(=O)[C@@H]2CC(=O)N1CCN(C(=O)C2CC2)CC1 | -2
CC(NC(=O)c1cccc2c1Oc1ccccc1S2)C(=O)O (stereo unspecified) | -4
N#CCC[C@H]1CC[C@]2(CCCN(c3ccccc3)C2)O1 | 5
O=S1(=O)CC2c3ccc(F)cc3CN2CN1C1CCCC1 (stereo unspecified) | -11
Cc1ccc(CN2C(=O)C(F)(F)Oc3ccc(C)cc32)cc1 | 3
CC(O)(c1cccc(F)c1)c1nc(-c2cc3ccccc3o2)cs1 (stereo unspecified) | -2
Cc1ccc(F)cc1C(=O)N1CCOCC1c1cc(C(=O)NCc2ccccc2)no1 (stereo unspecified) | 0
CC1=C(C(=O)N2CCOCC2)CC(CC(=O)NC2CC2)C(=O)N1CCC1=CCCCC1 (stereo unspecified) | -6
CN(C)CCNc1ncnc2c1ncn2[C@H]1CN(Cc2ccc(F)cc2)C[C@@H](CO)O1 | -3
COc1ccccc1-c1cnc(C(O)c2ccc(C)c(F)c2)[nH]1 (stereo unspecified) | 3
Cc1ccc(NC(=O)C2CCCN2S(=O)(=O)c2cccnc2)c(C)c1 (stereo unspecified) | 2
CC(C)N1CC(=O)N2CSCC2C1=O (stereo unspecified) | 9

Carrying on.
SMILES | PI4K2A inh
C#Cc1ccc(NC(=O)C2(C)CCN2C(=O)c2ccccc2CCc2ccccc2)cc1 (stereo unspecified) | 1
CC1(C(=O)Nc2ccc3c(c2)OCO3)CCN1C(=O)CCC1CCCC1 (stereo unspecified) | 3
CSc1ccc(CN2CCC(C)(Oc3ccc(CC#N)cc3)C2)cc1 (stereo unspecified) | 2
CCCNC(=O)C1(C)CCCN(Cc2ccc(-c3ccccc3)o2)C1 (stereo unspecified) | -4
CCC(=O)N1CCc2cc(Br)c(S(=O)(=O)NCCCN(C)Cc3ccccc3)cc21 | -5
O=C(Nc1nnc([C@H]2C[C@H](O)[C@@H](CO)O2)s1)c1ccccc1F | -2
CCCN(CC1CC1)C(=O)CN1C(=O)C2CCCCN2C(=O)c2ccccc21 (stereo unspecified) | 6

Compounds from the list above that have an aryl methoxy group, in the order listed:
SMILES | PI4K2A inh
COc1ccccc1N1CCN(S(=O)(=O)c2ccc3c(c2)n(C)c(=O)c(=O)n3C)CC1 | 3
COc1ccccc1-c1cnc(C(O)c2cc(C)ccc2C)[nH]1 (stereo unspecified) | -2
COc1cc(C(O)c2nc(-c3cccs3)cs2)ccc1F (stereo unspecified) | -6
COc1ccc(Cn2cc(Cn3c4ccccc4c(=O)n3C(C)C)nn2)cc1 | 0
COc1ccc([C@H]2CC(=O)C[C@@H](CCn3cc(-c4ccccc4)nn3)O2)cc1 | -13
COc1ccc2c(C(C)c3ccc(N)cc3)cn(C)c2c1 (stereo unspecified) | -3
CCCCCCCCN1C(=O)[C@H](CC(=O)NCCc2ccccc2OC)C[C@@]2(C(=O)OC)CC(C)(C)CC=C12 | -5
CCCCN1CN2Cc3cc(OC)ccc3C2CS1(=O)=O (stereo unspecified) | -1
COc1cccc(Nc2nc(C(N)CO)cs2)n1 (stereo unspecified) | -7
COc1cc(C=NNC(=O)CN2CCN(Cc3ccc(C)cc3)CC2)cc(OC)c1O | -3
COc1cc(CN2C[C@@H](CO)O[C@@H](n3cnc4c(N5CCOCC5)ncnc43)C2)cc(OC)c1OC | -1
COc1ccccc1-c1cnc(C(O)c2ccc(C)c(F)c2)[nH]1 (stereo unspecified) | 3

High-throughput results from PubChem BioAssay.

An excerpt. The share of hits here may be higher or lower than overall.
